Screening data (PubChem)
TRHR enhancer – qHTS for Small Molecule Agonists and Allosteric Enhancers of Human TRH Receptor: Primary Screen for Enhancers | actives 0.66% (n = 360,000) | AID 493056, 2011 | TRHR cells, fluo-8 calcium fluorescence, EC20 TRH enhancement | enhancement, % at 2 µM; in the data active = enhancement above about 30%; also: 0% is about no effect
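Enhancer read-out: after compound pinning and an initial kinetic agonist-mode read, an EC20 of TRH (10 nM final) was injected and fluo-8 calcium signal (Ex 480/Em 530) followed at 1 s/cycle for 100 cycles in TRHR-expressing cells.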
D2 PAM – HTS Assay for Positive Allosteric Modulators of the Human D2 Dopamine Receptor: Primary Screen for Potentiators. D(2) dopamine receptor (Homo sapiens), P14416. HEK293 T-REx D2, calcium flux, EC20 dopamine potentiation. potentiation, % at 10 µM. actives 0.34% (n = 340,000). AID 485347, 2010;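 active = potentiation over 3 SD above the plate norm, cut at about 30% in these data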; also: 0% is about no effect
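Tetracycline-induced Hek293 Trex D2 cells, force-coupled to calcium, loaded with no-wash calcium dye. Compound added with 180 s kinetic read for agonism, then EC20 dopamine and a further 180 s read for potentiation.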
D1 agonist – Allosteric Agonists of the Human D1 Dopamine Receptor: qHTS; D(1A) dopamine receptor (Homo sapiens), P21728; HEK293 T-REx D1 cells, calcium flux, agonist mode; activation, % at 2 µM; actives 1% (n = 360,000); AID 504660, 2011; also: 0% is about no effect
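Inducible HEK293 T-REx D1 cells, force-coupled to calcium signalling, were plated at 4000 cells/well with tetracycline and held overnight at 30 C. After no-wash calcium dye loading, compound-evoked calcium rise over 180 s flagged agonists.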
D1 potentiator – Potentiators of Human D1 Dopamine Receptor: qHTS | AID 504651, 2011 | HEK293 TREx D1 cells, calcium flux, dopamine EC20 potentiation | actives 0.036% (n = 360,000) | potentiation, % at 10 µM | D(1A) dopamine receptor (Homo sapiens), P21728; in the data active = potentiation above about 30%; also: 0% is about no effect
RXFP1 antagonist – qHTS Assay for Antagonists of the Relaxin Receptor RXFP1; HEK293-RXFP1, relaxin-stimulated cAMP HTRF, 30 min; stronger effect = lower value; activity change, negative = inhibition, % at 57.5 µM; actives 0.59% (n = 350,000); AID 1259400, 2018;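 active = activity change of -60% or lower, but not beyond a set lower limit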; also: % is scaled to controls: 0 for no effect and ±100 for the full control effect
Target sequence (Q9HBX9 whole entry, looked up): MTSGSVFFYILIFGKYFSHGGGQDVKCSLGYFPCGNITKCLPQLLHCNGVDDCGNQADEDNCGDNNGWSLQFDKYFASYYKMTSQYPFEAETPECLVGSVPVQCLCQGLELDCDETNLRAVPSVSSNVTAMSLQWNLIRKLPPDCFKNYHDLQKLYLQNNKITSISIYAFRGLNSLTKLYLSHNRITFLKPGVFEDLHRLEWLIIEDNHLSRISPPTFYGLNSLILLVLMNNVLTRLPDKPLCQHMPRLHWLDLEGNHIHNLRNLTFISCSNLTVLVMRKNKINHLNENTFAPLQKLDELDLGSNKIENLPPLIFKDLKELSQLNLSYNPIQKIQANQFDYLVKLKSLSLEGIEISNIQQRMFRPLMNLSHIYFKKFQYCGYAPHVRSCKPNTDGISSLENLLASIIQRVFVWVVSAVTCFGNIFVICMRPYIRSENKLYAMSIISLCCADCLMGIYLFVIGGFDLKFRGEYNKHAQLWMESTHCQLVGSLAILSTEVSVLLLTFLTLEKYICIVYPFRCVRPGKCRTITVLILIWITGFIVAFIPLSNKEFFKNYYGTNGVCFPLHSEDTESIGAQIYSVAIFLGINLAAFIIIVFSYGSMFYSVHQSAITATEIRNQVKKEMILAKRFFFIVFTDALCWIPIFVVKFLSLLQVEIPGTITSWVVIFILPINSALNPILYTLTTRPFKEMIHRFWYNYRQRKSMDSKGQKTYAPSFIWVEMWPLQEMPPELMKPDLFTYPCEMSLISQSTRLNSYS
D1 antag – Antagonist of Human D 1 Dopamine Receptor: qHTS | actives 3.2% (n = 360,000) | HEK293 TREx D1 cells, calcium flux, dopamine EC80; stronger effect = lower value | D(1A) dopamine receptor (Homo sapiens), P21728 | activity change, negative = inhibition, % at 10 µM; in the data active = activity change below about -30%; also: % is scaled to controls: 0 for no effect and ±100 for the full control effect
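Cells carrying a force-coupled, tetracycline-inducible human D1 receptor report calcium flux. Each well gets a 10 s baseline, compound with 180 s monitoring, then an EC80 dopamine stimulus with a second 180 s kinetic read.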
TRHR agonist – qHTS for Small Molecule Agonists and Allosteric Enhancers of Human TRH Receptor: Primary Screen for Agonists | Thyrotropin-releasing hormone receptor (Homo sapiens), P34981 | TRHR cells, calcium flux fluo-8, FDSS agonist mode | activation, % at 2 µM | actives 0.18% (n = 360,000); also: 0% is about no effect
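Agonist-mode FDSS calcium read (Ex 480/Em 530, 1 s cycles) in 1536-well TRHR cells with fluo-8 dye, after 10-cycle baseline and 23 nL compound addition; TRH at EC20 (10 nM final) added afterwards for the enhancer phase.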
D2 antag – HTS Assay for Allosteric Antagonists of the Human D2 Dopamine Receptor: Primary Screen for Antagonists. AID 485344, 2010. actives 2% (n = 340,000). HEK293 TREx D2 cells, calcium flux, dopamine EC80. D(2) dopamine receptor (Homo sapiens), P14416. inhibition, % at 10 µM; in the data active = inhibition above about 30%; also: 0% is about no effect
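In this primary screen, negative modulation is detected by tracking calcium flux after an EC80 dopamine challenge in inducible HEK293 T-REx D2 cells preexposed to test compound for 180 s.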
D2 agonist – HTS Assay for Allosteric Agonists of the Human D2 Dopamine Receptor: Primary Screen for Agonists. D(2) dopamine receptor (Homo sapiens), P14416. HEK293 T-REx D2 cells, calcium flux agonist mode. activation, % at 2 µM. actives 0.53% (n = 340,000);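 active = activation over 3 SD above normal in the single-dose calcium agonist read, cut at about 30% in these data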; also: 0% is about no effect
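Tetracycline-induced HEK293 T-REx cells with force-coupled D2 receptor, plated overnight at 30 C, loaded with no-wash calcium dye. After a 10 s baseline, compound was pin-added and calcium flux read kinetically for 180 s; calcium rises flagged agonists.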
The depositor's hits bear a star; x = not tested or not shown; & = joins results of further samples. Rule as the data show it, unless noted: active = activation above about 30%; inactive = the rest.

SMILES	TRHR enhancer	D2 PAM	D1 agonist	D1 potentiator	RXFP1 antagonist	D1 antag	TRHR agonist	D2 antag	D2 agonist
CC(=O)c1ccc(N2CCN(C(=O)C3CCN(S(=O)(=O)c4cn(C)cn4)CC3)CC2)cc1	2	1	-2	2	-9	0	0.5	x	-1.2
CCN1CCN(c2c(Cl)cccc2NC(=O)c2ccc(Br)o2)CC1	-1	x	1	-5	-3	9	-0.2	x	x
CCCCOC(=O)Nc1sc2c(c1C(=O)OC)CCC2	6	-9	0	-4	-3	-10	0.3	23	-0.4
Cc1ccc(-c2nnc(NC(=O)c3ccco3)o2)c(C)c1	1	-8	0	1	-4	0	-0.1	-3	0.4
CC12CCC(=O)N1C(C(=O)Nc1nc3ccc(Cl)cc3s1)CS2 (stereo not drawn)	7	-2	1	-5	-60*	2	0.1	1	0.9
NS(=O)(=O)c1ccc(NC(=O)COC(=O)C23CC4CC(CC(C4)C2)C3)cc1	7	13	4	-1	-12	6	-1.7	4	-1.0
Cc1cc(Nc2ncc(Cl)cc2Cl)n(-c2ccccc2C)n1	2	x	4	2	-4	1	-0.5	x	x
CC(C)N(C(=S)NCc1ccccc1)C(C)C	-3	-9	7	4	0	-3	0.1	-1	-0.9
Cc1ccc(NC(=O)[C@H](Cc2ccccc2)N2Cc3ccccc3C2=O)cc1F	6	-5	6	-2	x	1	1.0	x	-0.2
OCC1(CCOc2ccccc2)CCN(Cc2cn[nH]c2-c2ccc(F)cc2)CC1	-9	3	14	8	-23	-10	1.2	-4	-0.2
O=C(c1cc2ccccn2n1)N1CCN(c2ccccn2)CC1	-4	-16	2	-5	7	12	-0.4	5	-0.6
CCc1cc(C(=O)Nc2ccc(C)cc2Br)cs1	-8	-3	5	-7	-7	1	-0.5	4	0.0
O[C@@H]1[C@@H](O)C=C2CCN3Cc4cc5c(cc4[C@H]1C23)OCO5 (stereo partly drawn)	3	10	0	-4	x	-11	-1.7	5	-0.8
O=C1CS/C(=C\S(=O)(=O)c2ccc(Cl)cc2)N1	0	-15	1	-4	-6	-10	2.0	4	1.1
CC(=O)c1ccc(NC(=O)c2ccn(C(=O)OCC(C)C)n2)cc1	-20	-5	14	-5	-1	-18	-1.2	6	-1.7
CC(C)(CO)NC(=O)c1ccc2c(c1)C(=O)c1ccccc1-2	-5	-13	2	-1	-14	-2	-0.5	7	-0.9
CCN(CC)CCN1C(=O)C(=O)/C(=C(/O)c2c(C)[nH]c(C(=O)OC)c2C)C1c1ccc(C)o1 (stereo not drawn)	-1	-4	1	-3	-10	-8	1.2	10	0.0
CN(C)/C=N/c1c(C#N)nnn1Cc1ccccc1	-9	9	2	-8	1	1	-0.2	2	-0.9
CC(C)c1nn2c(=O)cc(COC(=O)c3ccccc3NC(=O)c3cccc(Cl)c3)nc2s1	5	3	-2	0	7	5	0.0	x	-0.3
COc1cc(C(NC(C)=O)NC(C)=O)ccc1OCc1ccccc1	-2	9	0	-6	3	2	-0.2	-6	4.0
Cc1ccc(Cn2c(=N)c(C(=O)NCC3CCCO3)cc3c(=O)n4ccccc4nc32)cc1 (stereo not drawn)	-6	-22	0	-2	8	-4	-0.6	12	0.1
CCOc1ccc(NS(=O)(=O)c2ccc3[nH]cc(C(=O)NCCc4ccccc4)c(=O)c3c2)cc1	-3	11	6	0	-9	-12	0.2	x	-0.6
COCCCNC(=O)CC(NS(=O)(=O)c1ccc(OC)cc1)c1ccc(OC)cc1 (stereo not drawn)	-2	3	2	1	2	-1	-0.2	-16	-0.2
O=C(NCc1cc(C(F)(F)F)ccc1F)C1CCC(=O)N(C2CCCCCC2)C1 (stereo not drawn)	-5	x	6	2	-5	3	0.1	x	x
Cc1ccc(S(=O)(=O)N(CC(=O)NCCSc2ccccn2)c2ccccc2F)cc1	1	1	6	-6	11	-24	-1.0	18	-1.3
COc1ccc(-n2nc(C(=O)NCC(=O)NC(C)C)c3ccccc3c2=O)cc1	4	4	1	-10	4	-17	-1.0	-8	-0.4
NC(=O)c1cc(S(=O)(=O)N2CCCC2)ccc1OCCOc1ccccc1	-8	7	1	-3	-2	1	-1.9	-29	-2.6
O=C1c2cc(O)c(O)cc2S(=O)(=O)C1c1ccccc1 (stereo not drawn)	-1	8	-1	-8	x	-3	0.0	-2	-0.2
COc1ccc2ccccc2c1/C=N/NC(=O)CC1(C)OCCCO1	-2	1	-2	-2	-9	28	0.0	-1	2.2
COc1ccc(CC(=O)N(Cc2ccccc2)c2ccccc2)cc1S(=O)(=O)N1CCOCC1	-8	2	9	-2	-2	-24	-0.5	-44	-1.7
CCc1nnc(NC(=O)CSc2nnc(COc3cccc(C)c3)o2)s1	9	3	4	-5	-3	-6	-0.1	-3	0.5
CCCn1nnnc1NCc1ccc(CC)cc1	-4	9	3	3	3	8	-1.4	-10	-1.2
CCCCN(C)S(=O)(=O)c1ccc(C(=O)Nc2nnc(C3=COCCO3)o2)cc1	-9	-5	1	2	4	5	-0.1	2	-1.0
COc1cc(CNc2nc(C)c([N+](=O)[O-])c(C)c2C#N)cc(OC)c1OC	6	5	8	2	5	-20	-1.0	-1	-0.4
N/C(=N\OC(=O)CCCOc1ccc(Cl)cc1Cl)c1ccncc1	-3	7	5	-2	-7	-21	-0.5	-20	-1.4
CCc1nc(SCC(=O)c2cccs2)c2oc3ccccc3c2n1	-3	5	6	1	-12	-5	2.8	-12	1.6

Just D2 agonist and D1 antag, for some of the entries so far:
| SMILES | D2 agonist | D1 antag |
| --- | --- | --- |
| CCc1nnc(NC(=O)CSc2nnc(COc3cccc(C)c3)o2)s1 | 0.5 | -6 |
| CCCn1nnnc1NCc1ccc(CC)cc1 | -1.2 | 8 |

Individual results from the entries so far.
For D1 antag, `N/C(=N\OC(=O)CCCOc1ccc(Cl)cc1Cl)c1ccncc1` has -21
For D1 antag, `CCc1nc(SCC(=O)c2cccs2)c2oc3ccccc3c2n1` has -5

Continued:
SMILES	TRHR enhancer	D2 PAM	D1 agonist	D1 potentiator	RXFP1 antagonist	D1 antag	TRHR agonist	D2 antag	D2 agonist
CN(C)C1(CNC(=O)COc2ccc([N+](=O)[O-])cc2)CCCCC1	3	10	5	1	2	-1	0.9	x	-1.0
Cc1cccc(OCc2nnc(SCc3cc(=O)n4cc(Br)ccc4n3)o2)c1	-5	5	9	-7	2	-1	-0.3	-19	-0.5
CCOC(=O)NC(NC(=S)Nc1ccccc1[N+](=O)[O-])C(Cl)(Cl)Cl (stereo not drawn)	0	17	2	-1	18	4	0.2	2	0.1
Cc1nc(N2CCN(C(=O)c3ccc(Cl)cc3)CC2)c(C#N)c2c1COC(C)(C)C2	1	7	2	3	-7	-12	0.0	-3	-0.5
Nc1c(-c2nc(-c3ccc(Cl)cc3)no2)nnn1-c1ccc(C(F)(F)F)c(Cl)c1	-7	x	3	-3	-17	4	-0.3	x	-0.2
CCCOc1ccc(OCCSc2nnc(N)s2)cc1	-3	-3	2	-1	-5	-2	-0.2	-2	-0.3
Cc1nn(-c2nc3ccccc3s2)c(N)c1-c1ccccc1	25	5	5	4	0	2	0.0	x	x
CCC1SC(CC)C(=O)N(CC(=O)NCc2ccc(F)cc2)C1=O (stereo not drawn)	-2	2	6	2	-2	0	-0.2	-6	-1.0
COc1ccc(OC)c(NC(=O)Cn2c(CCC(=O)O)ccc2-c2cccs2)c1	-1	20	1	-4	1	1	0.0	3	0.5
COCCNC(=O)C(=O)Nc1ccc2nc3n(c(=O)c2c1)CCCCC3	-4	-2	0	-4	6	-52*	-0.2	x	-0.3
Cc1ccc(-n2c(C)nn(CCOc3ccccc3)c2=O)cc1	10	-11	-1	-7	-7	x	0.2	3	-0.4
COCCCN1C(=O)c2[nH]nc(-c3ccccc3O)c2C1c1ccc(OC)cc1 (stereo not drawn)	3	-5	0	2	2	-18	-0.8	x	0.3
CCc1c(CN2CCN(c3cccc(C)c3)C(C)C2)csc1C (stereo not drawn)	2	2	1	0	-20	14	0.0	x	5.2
CCCCCCCCCCCCCCCC(=O)OC[C@H](COP(=O)([O-])OCC[N+](C)(C)C)OC(=O)CCCCCCCCCCCCCCC	-12	3	2	-3	x	11	0.6	-14	-0.7
CN(Cc1ccccc1)S(=O)(=O)c1nnc(NC(=O)c2ccccc2)s1	0&-4	7&4	15&24	-13&-1	-1&-9	-19&4	1.3&2.0	-12	1.2&0.3
Nc1cc(-c2ccc(Br)cc2)nn1S(=O)(=O)c1cccc2nsnc12	4	4	2	4	x	14	-0.5	4	0.7
COCCCNC(=O)CNC(=S)N(Cc1ccccc1F)C1CCCCC1	-2	-19	2	-1	1	9	-1.3	14	-1.0
COc1ccc(OC)c(CNS(=O)(=O)c2cc(-c3onc(C)c3C)ccc2C)c1	1	4	2	-7	-18	-38*	-0.5	x	0.0
O=c1cc(-c2ccc(O)cc2)oc2c(O)c(O)c(O)c(O)c12	1	1	3	-4	x	-16	0.5	0	-0.4
O=c1cc(CN2CCN(c3ccc(F)cc3)CC2)c2cc3c(cc2o1)CCCC3	-1	-1	2	-4	8	-4	0.2	-9	0.7
Cc1ccc(/C=N/NC(=S)N2CCOCC2)cc1	0	-7	3	-4	-10	-14	-0.7	0	0.0
CNC(=S)N1N=C(c2ccc(OC)cc2)CC1c1ccccc1Cl (stereo not drawn)	-12	7	1	-3	-14	10	0.6	33*	-0.1
CSc1nnc(-c2cc(C)on2)n1-c1ccccc1	1	-1	5	1	x	-2	0.3	-5	1.2

Three entries from above, arranged by number of heavy atoms, ascending.
SMILES	TRHR enhancer	D2 PAM	D1 agonist	D1 potentiator	RXFP1 antagonist	D1 antag	TRHR agonist	D2 antag	D2 agonist
CSc1nnc(-c2cc(C)on2)n1-c1ccccc1	1	-1	5	1	x	-2	0.3	-5	1.2
CCc1c(CN2CCN(c3cccc(C)c3)C(C)C2)csc1C (stereo not drawn)	2	2	1	0	-20	14	0.0	x	5.2
COCCCNC(=O)CNC(=S)N(Cc1ccccc1F)C1CCCCC1	-2	-19	2	-1	1	9	-1.3	14	-1.0

Structures listed so far printed as active in D2 antag.
Molecule,TRHR enhancer,D2 PAM,D1 agonist,D1 potentiator,RXFP1 antagonist,D1 antag,TRHR agonist,D2 antag
CNC(=S)N1N=C(c2ccc(OC)cc2)CC1c1ccccc1Cl (stereo not drawn),-12,7,1,-3,-14,10,0.6,33*
